# TrxR1 inh = rat TrxR1 inhibition. O89049. recombinant rTrxR1, NADPH fluorescence consumption, selenite substrate. Potency, µM (titrated, usually from 114 µM), for inactives: top-dose activity change, negative = inhibition, actives largely listed as inhibitors. actives 1% (n = 390,000); also: potency is read from the fitted curve at half-maximal effect; % is scaled to controls: 0 for no effect and ±100 for the full control effect; nearly all actives have a fitted effect of over 65% in size
# Target sequence (O89049 whole entry, looked up): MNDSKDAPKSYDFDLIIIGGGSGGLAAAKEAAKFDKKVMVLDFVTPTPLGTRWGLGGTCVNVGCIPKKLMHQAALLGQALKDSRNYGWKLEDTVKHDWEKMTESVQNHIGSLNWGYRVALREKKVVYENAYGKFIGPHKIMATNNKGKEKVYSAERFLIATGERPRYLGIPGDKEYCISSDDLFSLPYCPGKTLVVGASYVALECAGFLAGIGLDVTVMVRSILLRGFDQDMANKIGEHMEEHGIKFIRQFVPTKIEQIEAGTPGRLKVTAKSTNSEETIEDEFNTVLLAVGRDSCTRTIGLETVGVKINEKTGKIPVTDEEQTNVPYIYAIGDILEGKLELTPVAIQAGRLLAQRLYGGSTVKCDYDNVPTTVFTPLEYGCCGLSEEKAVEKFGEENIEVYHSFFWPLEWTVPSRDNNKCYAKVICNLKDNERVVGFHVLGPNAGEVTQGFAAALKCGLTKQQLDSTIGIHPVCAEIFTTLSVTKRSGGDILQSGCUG
#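 Rat TrxR1 (90 nM in the dispensed reagent) was pre-reduced with 400 uM NADPH for 5 min at room temperature, then incubated with compound for 15 min. After 400 uM selenite was added, NADPH fluorescence (Ex 340/Em 450 nm) was followed for 8 min.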
# D2 agonist = agonists of human D2 dopamine receptor. activation, % at 2 µM. AID 485358. HEK293 T-REx D2 cells, calcium flux agonist mode. P14416. actives 0.53% (n = 340,000);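 active = activation over 3 SD above normal in the single-dose calcium agonist read, cut at about 30% in these data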; also: 0% is about no effect
#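 In this primary screen, compounds producing a positive calcium signal within 180 s of addition to tetracycline-induced, force-coupled HEK293 Trex D2 cells are flagged; cells are dye-loaded with a no-wash calcium kit beforehand.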
# IDH1 R132H inh = inhibitors of human mutant IDH1 R132H. AID 602179. actives 0.093% (n = 390,000). Potency, µM (series often up to 76.6 µM), without a hit: at the highest dose activity change, negative = inhibition, most hits filed as inhibitors. IDH1-R132H enzyme, NADPH consumption, diaphorase/resazurin fluorescence; also: potency is read from the fitted curve at half-maximal effect; % is scaled to controls: 0 for no effect and ±100 for the full control effect; nearly all actives have a fitted effect of over 65% in size
#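 IDH1-R132H (0.5 ug/mL dispensed) in pH 7.5 Tris buffer was preincubated 30 min with compound, then given a substrate mix of 0.016 mM NADPH and 2 mM alpha-KG for 80 min at room temperature; remaining NADPH was read by diaphorase/resazurin fluorescence.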
# D2 antagonist = antagonizes the human D2 dopamine receptor; P14416; HEK293 TREx D2 cells, calcium flux, dopamine EC80; inhibition, % at 10 µM; actives 2% (n = 340,000); in the data active = inhibition above about 30%; also: 0% is about no effect
#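 Overnight-induced (tetracycline, 30 C) HEK293 T-REx cells carrying force-coupled D2 receive a no-wash calcium dye, then compound, then EC80 dopamine at 180 s; signals are read kinetically throughout.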
# TRHR agonist = activates the human TRH receptor. P34981. TRHR cells, calcium flux fluo-8, FDSS agonist mode. activation, % at 2 µM. actives 0.18% (n = 360,000); in the data active = activation above about 30%; also: 0% is about no effect
# Target sequence (P34981 whole entry, looked up): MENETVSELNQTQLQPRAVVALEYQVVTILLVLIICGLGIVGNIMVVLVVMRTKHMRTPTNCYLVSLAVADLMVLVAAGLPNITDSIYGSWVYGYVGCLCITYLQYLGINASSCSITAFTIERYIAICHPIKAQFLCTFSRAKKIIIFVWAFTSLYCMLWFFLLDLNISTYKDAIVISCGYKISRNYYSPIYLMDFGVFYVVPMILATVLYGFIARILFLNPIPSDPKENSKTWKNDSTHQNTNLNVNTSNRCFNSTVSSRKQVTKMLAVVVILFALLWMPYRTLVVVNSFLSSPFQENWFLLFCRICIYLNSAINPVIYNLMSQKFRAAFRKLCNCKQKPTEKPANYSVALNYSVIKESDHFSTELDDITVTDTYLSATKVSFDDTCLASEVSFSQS
#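 TRHR-expressing cells, plated overnight in medium with 10% serum, were loaded with fluo-8 calcium dye at room temperature. After a 10 s baseline, library compound was pin-added and calcium release was recorded kinetically (ex 480/em 530) as agonist response.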
# TrxR1 substrate = rat thioredoxin reductase 1 substrate activity; O89049; Potency, µM (series often up to 114 µM), for the others: at the top dose activity change, negative = substrate turnover; actives 0.01% (n = 390,000); purified TrxR1 substrate turnover, NADPH consumption readout; also: potency is read from the fitted curve at half-maximal effect; % is scaled to controls: 0 for no effect and ±100 for the full control effect; nearly all actives have a fitted effect of over 50% in size
#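 Rat TrxR1, dispensed at 90 nM, was prereduced with 400 uM NADPH (final) for 5 min at ~22 deg C, then incubated with compound 15 min before 400 uM selenite. A first-read NADPH fluorescence drop versus no-compound background flagged substrates.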
# TRHR PAM = allosterically enhances the human TRH receptor; TRHR cells, fluo-8 calcium fluorescence, EC20 TRH enhancement; actives 0.66% (n = 360,000); P34981; AID 493056; enhancement, % at 2 µM; in the data active = enhancement above about 30%; also: 0% is about no effect
#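 Enhancer read-out: after compound pinning and an initial kinetic agonist-mode read, an EC20 of TRH (10 nM final) was injected and fluo-8 calcium signal (Ex 480/Em 530) followed at 1 s/cycle for 100 cycles in TRHR-expressing cells.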
# USP1-UAF1 inh = inhibitors of human USP1/UAF1 deubiquitinase; O94782; recombinant USP1/UAF1, Ub-Rhodamine cleavage fluorescence; Potency, µM (titrated, usually from 57.1 µM), without a hit: at the highest dose activity change, negative = inhibition, most hits filed as inhibitors; actives 0.23% (n = 390,000); AID 743255; also: potency is read from the fitted curve at half-maximal effect; % is scaled to controls: 0 for no effect and ±100 for the full control effect; nearly all actives have a fitted effect of over 60% in size; inactives centre near -12
#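 USP1/UAF1 complex (1 nM) preincubated 15 min at room temperature with compound, then Ub-Rho substrate (150 nM final) added. Kinetic fluorescence at 480/540 nm over 6 reads at 60 s intervals; 50 mM HEPES pH 7.8, 0.5 mM EDTA, 0.1 mg/ml BSA, 1 mM TCEP, 0.01% Tween-20.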
# Pin1 inhibitor = inhibitors of human Pin1; Q13526; Pin1 FP peptide displacement, HiFluor488, 10 min; Potency, µM (highest dose often 115 µM), without a hit: at the top dose activity, negative = inhibition, usual class: inhibitors; actives 0.009% (n = 390,000); AID 504891; active = well fitted inhibition curve with a large enough effect in the polarisation, with a control signal flat, not every such curve was filed as active; inconclusive = small, poorly fitted or top-dose-only effect, or effect the other way, or a change in a side signal; inactive = no such curve, though single readings can be large or run the other way; the % refers to the polarisation; also: potency is read from the fitted curve at half-maximal effect; % is scaled to controls: 0 for no effect and ±100 for the full control effect
# Target sequence (Q13526 whole entry, looked up): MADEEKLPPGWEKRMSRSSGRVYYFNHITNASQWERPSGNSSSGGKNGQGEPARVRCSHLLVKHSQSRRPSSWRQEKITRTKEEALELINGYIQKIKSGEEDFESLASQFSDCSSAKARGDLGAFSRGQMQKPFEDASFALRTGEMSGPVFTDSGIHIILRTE
# The depositor's hits bear a star; ? = inconclusive; . = not tested or not shown; [ ] = remark or other dose. Unless noted, calls follow the shape of the dose curve; as a rule, active = well fitted inhibition curve with a large enough effect; inconclusive = small, poorly fitted or top-dose-only effect; inactive = no such curve, though single readings can be large or run the other way.
# The line under a structure holds: TrxR1 inh	D2 agonist	IDH1 R132H inh	D2 antagonist	TRHR agonist	TrxR1 substrate	TRHR PAM	USP1-UAF1 inh	Pin1 inhibitor
O=[N+]([O-])c1cc(-c2n(-c3ccccn3)c3ccccc3[n+]2-c2ccccn2)ccc1Cl
    32%[57.1 µM]	0.7	4%	11	-1.7	3%[57.1 µM]	-4	5%	-5%
Cn1c2ccccc2c2nnc(SCC(=O)NCc3ccoc3)nc21
    11%[57.1 µM]	-0.3	1%	-6	-0.4	-3%[57.1 µM]	-4	-9%	-4%
COc1ccc(C2C(C(=O)Nc3cccc(C)n3)CCC(=O)N2c2ccc(OC)cc2)cc1 (stereo not given)
    -11%	-0.4	1%	-14	-0.4	8%[57.1 µM]	-9	-8%	4%
O=C(CCn1c(=O)oc2ccccc21)N1CCN(C(c2ccccc2)c2ccccc2)CC1
    -11%	0.9	0%	-4	-1.2	-6%	1	-21%	-7%
COc1ccc(C2/C=C\CN(CC3CC3)CC(=O)N2Cc2ccc(F)cc2)cc1 (stereo not given)
    1%	0.0	7%	-37	0.9	4%	-5	?	-2%
COc1ccc(-c2cc3c(=O)n(CC(=O)NCCCN4CCC(Cc5ccccc5)CC4)ncn3n2)cc1
    26%	0.5	6%	89*	1.6	14%	8	-23%	5%
CCCCOc1ccc(OC(=O)Nc2cc(Cl)ccc2OC)cc1
    8%[2.29 µM]	1.9	4%	5	1.0	4%[57.1 µM]	2	-30%	-2%
OCC1(Cc2ccccc2)CCN(CCCC2CCCC2)CC1
    2%	.	6%	.	0.6	-2%	-6	-10%	-12%
Clc1ccc(N=C2SCC3CCCCN23)cc1 (stereo not given)
    35%	-0.4	0%	6	-0.5	3%	10	-14%	2%
CCOC(=O)N1CCN(C(=O)c2ccc(Cn3c(=S)[nH]c4ccc(Br)cc4c3=O)cc2)CC1
    4%	-1.3	-12%	19	0.7	-6%	3	-7%	6%
O=C(/C=C/c1ccc2c(c1)OCO2)Nc1nc(-c2ccccc2)cs1
    -8%	-0.4	1%	-10	0.2	5%	-1	-9%	20%
COc1ccc(-n2sc3ccc(F)cc3c2=O)cc1
    106%[activator]	-1.1	-9%	-11	6.2	-14%	-2	?	-21%
O=C(Nc1ccccc1C(=O)Nc1ccccn1)c1cccc([N+](=O)[O-])c1
    41%[activator]	.	3%	.	0.4	4%	-4	-8%	111%[activator]
COc1ccccc1N1CCN(C(=O)c2cccc(S(=O)(=O)NCc3cccnc3)c2)CC1
    ?	0.0	15%	3	0.5	0%	12	-24%	-7%
CCO[C@@H]1OC(C(=O)NCc2nc3ccccc3[nH]2)=C[C@H](C)[C@H]1CCCO
    6%[57.1 µM]	0.0	-5%	1	0.0	11%[57.1 µM]	3	25%	-3%
CC#CC#Cc1cccc(=O)o1
    -16%[57.1 µM]	-0.4	6%	11	0.6	4%[57.1 µM]	-3	-20%	3%
O=C(NCC1CCCO1)NC12CC3CC(CC(C3)C1)C2 (stereo not given)
    -12%	0.7	-6%	-3	0.2	-4%	15	7%	-3%
CCOC(=O)CSC1=C(C#N)C(c2sccc2C)C(C(C)=O)=C(C)N1 (stereo not given)
    -21%	0.0	4%	15	-0.5	-5%	-4	-24%	15%
CCc1c(C)nc(N2CCOCC2)[nH]c1=O
    13%	1.3	2%	8	0.6	0%	0	-5%	0%
Cn1c(N)c(N2CCCCC2)c(=O)n(CC(=O)Nc2ccc(Cl)c(Cl)c2)c1=O
    -13%	-0.1	-1%	2	-0.6	-15%	-4	4%	7%
Cc1ncoc1C(=O)N1CCc2c([nH]c3ccccc23)C1C(C)(C)C (stereo not given)
    13%	.	4%	.	0.7	6%	2	-15%	0%
CC(=O)NC(=S)Nc1cccc2ccc(C)nc12
    15%[57.1 µM]	0.0	3%	-2	0.2	4%[57.1 µM]	14	-17%	-3%
CCCCn1c(=O)[nH]c(=O)c2c1nc(-c1ccccc1F)n2Cc1ccccc1OC
    20%[57.1 µM]	-1.8	-14%	0	0.6	-8%[57.1 µM]	4	-27%	-1%
O=C1NNC(c2ccccc2)=N/C1=C\c1ccc(Cl)cc1
    17%[11.4 µM]	-0.5	-1%	17	0.3	5%[11.4 µM]	-3	?	-5%
COc1cc2ncnc(NCc3cccc(F)c3F)c2cc1OC
    20%	1.3	-3%	13	1.2	0%	2	-11%	-7%
c1ccc(-c2nnc(-c3ccccc3)nn2)cc1
    15%	0.1	5%	-4	0.2	3%	2	-8%	-5%
Cc1ccc(/C=C2\SC(=S)N(CCC(=O)N3CCCCC3)C2=O)cc1
    12%	.	-5%	.	-0.3	2%[0.457 µM]	4	2%	-1%
COc1cc2c(cc1OC)CN(C1CCC(C)CC1)CC2 (stereo not given)
    18%	17	3%	-23	0.2	10%	4	-22%	1%
O=C1CCCN1c1ccc(S(=O)(=O)N2CCN(c3ccccn3)CC2)cc1
    22%	-0.5	11%	-4	-2.2	12%	11	1%	-1%
O=C(Cn1nc(-c2ccc(F)cc2)ccc1=O)Nc1ccc(C(=O)NC2CC2)cc1
    -9%	.	-1%	.	-0.3	-4%	1	2%	-1%
Cc1ccc(OCC(=O)Nc2ccc(-c3nnc(-c4ccco4)o3)cc2)cc1
    11%	0.6	5%	-14	-0.2	-4%	0	-12%	?
COc1cc(NC(=O)c2cc3cc4ccc(C)cc4nc3o2)cc(OC)c1OC
    14%	-0.8	-4%	.	-0.6	-1%	-4	-15%	1%
CN(C)C(CNC(=O)c1ccc(C(=O)c2ccccc2)cc1)c1ccccc1 (stereo not given)
    24%	0.4	10%	-9	1.0	13%	-2	?	-8%
Cc1ccc(S(=O)(=O)N2CCN(CCNC(=O)C(=O)NCc3ccccc3)CC2)cc1
    25%	.	-1%	.	-0.5	5%	-1	-10%	?
O=C(NCCCn1ccnc1)c1nn2c(C(F)(F)F)cc(-c3ccc(Br)cc3)nc2c1Cl
    -5%	-7.3	8%	-7	0.7	-12%	3	-2%	12%
Cc1cc(N2CCC(C(=O)Nc3ccc(Cl)cc3)CC2)n2nc(C)c(-c3ccc(Cl)cc3)c2n1
    23%	0.3	2%	.	0.3	13%	-1	-24%	1%
O=C(/C=C/c1cccs1)NNC(=O)c1cccc([N+](=O)[O-])c1
    11%	.	4%	.	.	7%[57.1 µM]	.	-6%	-2%
CCCCc1c(O)nc(SCC(=O)N2CCCCC2)[nH]c1=O
    -11%[57.1 µM]	1.1	-1%	-4	-0.9	6%[57.1 µM]	0	1%	7%
O=C(Nc1nnc(CSCc2ccc(F)cc2)s1)c1ccc([N+](=O)[O-])cc1
    -6%[57.1 µM]	0.0	4%	-4	0.1	-4%[57.1 µM]	-3	-20%	2%
O=C(Cc1sc(-c2ccccc2Cl)nc1-c1ccccc1)Nc1ccc(F)cc1
    17%	-0.7	6%	-17	-0.2	-2%	-1	-18%	3%
COc1cc(C(=O)Oc2cccc(C=O)c2)cc(OC)c1OC
    1%[57.1 µM]	-1.1	6%	1	-0.3	1%[57.1 µM]	-4	-2%	-1%
Cc1cccc(Nc2ccccc2C(=O)NCc2ccco2)c1C
    3%[11.4 µM]	-0.2	2%	10	-0.2	-5%[11.4 µM]	-1	-2%	-3%
Cn1cccc1Cc1nnc(SCC(=O)Nc2cccc(F)c2)n1CCc1ccccc1
    -8%[57.1 µM]	1.0	-3%	1	0.3	14%[57.1 µM]	-5	-7%	0%
Cc1nc(N2CCN(Cc3ccccc3)CC2)nc2c1C(=O)CCC2
    1%[57.1 µM]	-1.4	8%	-2	-0.1	-4%	-7	-10%	0%
O=C(CCC(=O)N1CCCC1)Nc1ccc(Cl)c(Cl)c1
    4%	-0.6	-1%	5	0.3	-7%	-6	-3%	-1%
CC(=O)OCCN(CCCn1c(-c2ccncc2)nc2ccccc21)c1nc(-c2ccc(C)cc2)cs1
    16%	1.2	-7%	-4	0.1	2%	3	-28%	2%
CC(C)CC(OC(=O)c1ccc(Cl)nc1)C(=O)NC1CCCC1 (stereo not given)
    29%[57.1 µM]	-0.3	7%	15	-0.5	-14%[57.1 µM]	3	-18%	-3%
O=C1C2C3C=CC(CC3)C2C(=O)N1c1nccs1 (stereo not given)
    -28%	1.2	2%	-10	0.0	-6%	5	-9%	1%
Cc1cc(O)c(C(=O)/C=C/c2cccc([N+](=O)[O-])c2)c(=O)o1
    -29%	0.2	-1%	4	0.4	-2%	-1	-14%	?
CCOC(=O)C1CCCN(C(=O)Cn2ncc3c(C)n(Cc4ccccc4Cl)c(C)c3c2=O)C1 (stereo not given)
    -3%	-0.1	14%	.	-1.4	-3%	-3	-5%	1%
Cc1ccc(OCc2nc(-c3ccc(C(=O)N4CCN(c5cc(Cl)ccc5C)CC4)cc3)oc2C)cc1
    16%	.	-9%	.	0.3	5%	-4	-10%	-3%
C[C@H](NC(=O)c1nc[nH]c1C(=O)N[C@H](C)c1ccccc1)C(=O)OCc1ccccc1
    3%	0.5	5%	9	0.1	-10%	5	-35%	?
COc1ccc(-c2cc(C(=O)OC3CCOC3=O)c3ccccc3n2)cc1 (stereo not given)
    84%[activator]	.	3%	.	0.6	122%[activator]	0	-10%	7%
O=C(NC1CCCC1)c1ccc(CSc2nc3ccncc3n2Cc2ccccc2F)cc1
    4%	0.5	-2%	.	0.5	-8%	7	-18%	12%
CN(C)c1ccnc(-n2cccc2/C=N/OCc2ccccc2)c1C#N
    22%[57.1 µM]	0.8	6%	29	0.0	-5%	2	-5%	-11%

# Complete entries, quoted from the list. Order of values: TrxR1 inh | D2 agonist | IDH1 R132H inh | D2 antagonist | TRHR agonist | TrxR1 substrate | TRHR PAM | USP1-UAF1 inh | Pin1 inhibitor
# Results for O=[N+]([O-])c1cc(-c2n(-c3ccccn3)c3ccccc3[n+]2-c2ccccn2)ccc1Cl → 32%[57.1 µM] | 0.7 | 4% | 11 | -1.7 | 3%[57.1 µM] | -4 | 5% | -5%
# Results for OCC1(Cc2ccccc2)CCN(CCCC2CCCC2)CC1 → 2% | . | 6% | . | 0.6 | -2% | -6 | -10% | -12%

# Screening data (PubChem)

# An excerpt; the hit share may differ from the screen's.
